Bioassay records deposited in PubChem by several laboratories.
V-ATPase pH = yeast V-ATPase proton transport regulation by pHLuorin; S. cerevisiae, pHLuorin cytosolic pH fluorescence; response, % at 10 µM; 0.37% of 350,000 active; AID 504577; in the data active means response mostly above about 7.3%, no sharp cut-off; inactive means mostly below about 5.4%; further: actives read high; inactives centre near 0; some compounds called inactive have numbers as strong as hits
CAL PDZ FP-1 = inhibitors of human CAL PDZ peptide binding; Q9HD26; purified CAL PDZ, TMR-peptide fluorescence polarization, 1 h; inhibition, % at 20 µM; 0.02% of 330,000 active; AID 504414;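 active means highest replicate inhibition of at least 40%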;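 further: plate controls were DMSO neutral control wells for no effect and unlabeled competitor peptide control wells for full effect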
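Read-out basis: mP drop reported as inhibition | Assay system: Tagged CAL PDZ protein CerCALP, purified | Benchmarks: Unlabelled peptide for full inhibition, DMSO wells as neutral | Schedule: 1 h incubation at room temperature before polarization reading | Buffer or medium: Sodium phosphate/NaCl buffer pH 7.4 with TCEP, IgG, Thesit | Doses: Single point, 20 µM | Measured by: Fluorescence polarization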
CAL PDZ FP-2 = blocks peptide binding to the human CAL PDZ domain; Q9HD26; purified CAL PDZ, TMR-peptide fluorescence polarization, 1 h; inhibition, % at 24.9 µM; 0.92% of 300,000 active; AID 602252;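 active means mean inhibition of at least 30% with at least half of replicates also reaching 30%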;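 further: 0% = DMSO neutral control and 100% = excess unlabeled competitor peptide PRC23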
MITF TRPM1 HTS = MITF TRPM1 promoter activation in melanoma cells | activation, % at 12.5 µM | SK-MEL-5 TRPM1-promoter luciferase, 24 h; % of positive control, neutral wells = 0 | 0.75% of 300,000 active;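 active means mean activation of at least 80% with every replicate also reaching 80%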;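 further: 0% = neutral control wells and 100% = parthenolide positive control wells; values of inactives mirror those of a sister screen read the other way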
dFosB activator = enhances mouse delta FosB homodimer DNA binding; activation, % at 25 µM; purified delta FosB, TAMRA-CDK5 oligo fluorescence polarization; percent of positive-control signal above neutral wells; 0.99% of 340,000 active;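 active means mean activation above about 17%, with every replicate also reaching it, limit read from the data, passing the limit was not always enough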;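 further: fluorescence polarization rise as delta FosB binds a TAMRA Cdk5 AP-1 oligo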
cardiac RTF act = cardiac RTF calcium sensitization | IANBD-labeled TnC RTF fluorescence at EC20 calcium; 0% EC20 calcium, 100% full calcium | activation, % at 7.2 µM | 0.24% of 340,000 active | AID 493008;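 active means activation above the mean over all tested compounds plus 3 SD, cut at about 30% in these data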;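 further: rise in fluorescence read as greater calcium sensitivity of cardiac thin filaments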
Rtt109 Vps75 = inhibitors of Candida albicans Rtt109/Vps75 histone acetyltransferase; purified Rtt109/Vps75, ThioGlo CoA-SH fluorescence, 4 h; inhibition, % at 34.9 µM; 0.16% of 330,000 active;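 active means inhibition of at least 50% in every replicate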
Target sequence (Q5AAJ8 whole entry, looked up): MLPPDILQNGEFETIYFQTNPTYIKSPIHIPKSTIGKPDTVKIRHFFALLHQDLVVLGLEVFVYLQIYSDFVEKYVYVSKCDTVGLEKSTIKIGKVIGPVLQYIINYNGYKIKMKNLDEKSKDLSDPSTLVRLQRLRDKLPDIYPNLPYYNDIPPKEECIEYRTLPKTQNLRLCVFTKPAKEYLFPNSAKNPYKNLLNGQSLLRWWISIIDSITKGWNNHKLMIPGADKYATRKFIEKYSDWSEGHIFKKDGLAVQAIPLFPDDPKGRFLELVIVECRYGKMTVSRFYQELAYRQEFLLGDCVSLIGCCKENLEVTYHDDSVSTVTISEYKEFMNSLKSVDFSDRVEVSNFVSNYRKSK
Wnt act = Wnt/beta-catenin pathway activation | Wnt/beta-catenin reporter cell assay, activator, plate reader | activation, % at 9.35 µM | 1.2% of 300,000 active | AID 743398; in the data active means activation above about 30%, passing the limit was not always enough;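 further: 0% = neutral control wells and 100% = positive control wells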
Tat export inh = E. coli Tat transport inhibition | inhibition, % at 10 µM | AID 488895 | E. coli MC4100 TorA-mCherry Tat export, fluorescence | 0.036% of 340,000 active;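 active means mean replicate inhibition at least 50% and at least half of replicates individually reaching 50%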;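 further: exported cargo escapes ClpAP degradation while cytoplasmic cargo is degraded and loses fluorescence; 0% = median of neutral control wells and 100% = median of NaSCN control wells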
CDK5 p35 inh = inhibitors of human CDK5/p35 kinase; Recombinant CDK5/p35, ADP-Glo luminescence, 60 min; inhibition, % at 10 µM; 0.01% of 330,000 active; AID 488839;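 active means highest replicate inhibition of at least 50% and at least 75% of replicates reaching 50%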;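 further: plate controls were DMSO neutral control for no effect and GW8510 at 10 µM for full effect; many of its hits are not listed in these tables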
Target sequence (Q00535 whole entry, looked up): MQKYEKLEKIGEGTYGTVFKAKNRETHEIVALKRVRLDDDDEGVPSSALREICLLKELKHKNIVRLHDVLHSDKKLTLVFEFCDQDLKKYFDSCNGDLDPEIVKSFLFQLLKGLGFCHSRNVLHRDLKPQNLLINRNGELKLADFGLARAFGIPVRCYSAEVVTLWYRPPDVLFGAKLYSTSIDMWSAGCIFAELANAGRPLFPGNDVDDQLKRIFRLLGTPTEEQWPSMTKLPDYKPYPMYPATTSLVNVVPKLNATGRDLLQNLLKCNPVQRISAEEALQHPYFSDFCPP
Target sequence (Q15078 whole entry, looked up): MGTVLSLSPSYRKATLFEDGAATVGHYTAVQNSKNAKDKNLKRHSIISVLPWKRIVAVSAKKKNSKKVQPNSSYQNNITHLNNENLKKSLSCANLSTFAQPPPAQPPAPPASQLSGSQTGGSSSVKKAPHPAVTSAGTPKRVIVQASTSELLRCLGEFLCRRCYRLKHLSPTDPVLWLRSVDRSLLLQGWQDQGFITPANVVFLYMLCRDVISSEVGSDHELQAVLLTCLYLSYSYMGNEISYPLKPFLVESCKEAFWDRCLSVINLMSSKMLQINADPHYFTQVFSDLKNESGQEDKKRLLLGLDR
Starred values were filed as active, the others as inactive.

`CC12CCC(=O)N1C(C(=O)NCc1ccccc1F)CS2` (configuration not stated) gave V-ATPase pH -4, CAL PDZ FP-1 -2.7, CAL PDZ FP-2 -2, MITF TRPM1 HTS -2, dFosB activator -7, cardiac RTF act 4, Rtt109 Vps75 -14, Wnt act 4, Tat export inh 0 and CDK5 p35 inh 3.1.
For COc1ccc(NC(=O)c2cccnc2SC)cc1OC the results were V-ATPase pH 7, CAL PDZ FP-1 -1.1, CAL PDZ FP-2 -2, MITF TRPM1 HTS 15, dFosB activator -3, cardiac RTF act -4, Rtt109 Vps75 3, Wnt act 35*, Tat export inh -2 and CDK5 p35 inh 0.3.
For C/C(=N\NC(=O)C(c1ccncc1)N1CCOCC1)c1ccc(Br)cc1 (configuration not stated) the results were V-ATPase pH 0, CAL PDZ FP-1 -0.7, CAL PDZ FP-2 -4, MITF TRPM1 HTS 3, dFosB activator -8, cardiac RTF act 0, Rtt109 Vps75 1, Wnt act -4 and Tat export inh 6.
`CCCc1nn(C)c(C(=O)Nc2ccc(Cl)cc2)c1Cl` gave V-ATPase pH 2, CAL PDZ FP-1 -1.1, CAL PDZ FP-2 -1, MITF TRPM1 HTS 17, dFosB activator -6, cardiac RTF act 10, Rtt109 Vps75 -4, Wnt act -2, Tat export inh 1 and CDK5 p35 inh 1.0.
Screening Cc1ccc(NC(=O)CSc2nnc(CNC(=O)c3ccco3)n2C)c(C)c1 returned V-ATPase pH 5, CAL PDZ FP-1 -1.8, CAL PDZ FP-2 1, MITF TRPM1 HTS -2, dFosB activator -2, cardiac RTF act 2, Rtt109 Vps75 -16, Wnt act -2, Tat export inh 1 and CDK5 p35 inh -5.7.
Screening Cc1cc2c(cc1S(=O)(=O)CCC(=O)NC1CCC(C)CC1)OCC(=O)N2 (configuration not stated) returned V-ATPase pH 0, CAL PDZ FP-1 -0.2, dFosB activator -5, cardiac RTF act 6, Rtt109 Vps75 -1, Wnt act -1, Tat export inh 8 and CDK5 p35 inh -3.6.
Screening CCCn1nc(Oc2nc(NCC)nc(NC(C)C)n2)ccc1=O returned V-ATPase pH -8, CAL PDZ FP-1 -0.2, CAL PDZ FP-2 -2, MITF TRPM1 HTS 2, dFosB activator -4, cardiac RTF act 5, Rtt109 Vps75 -5, Wnt act 20, Tat export inh 2 and CDK5 p35 inh -1.9.
`Cc1nc(N)[nH]c(=O)c1CCC(=O)OCC(C)C` gave V-ATPase pH -2, CAL PDZ FP-1 -1.2, MITF TRPM1 HTS -2, dFosB activator -3, cardiac RTF act 2, Rtt109 Vps75 -16, Wnt act 4, Tat export inh 1 and CDK5 p35 inh -0.2.
Screening COC(=O)Cn1c(=O)n(CCc2ccccc2)c(=O)c2c3c(sc21)CCCC3 returned V-ATPase pH 2, CAL PDZ FP-1 -2.1, MITF TRPM1 HTS -6, dFosB activator -4, cardiac RTF act -6, Rtt109 Vps75 5, Wnt act -2, Tat export inh 10 and CDK5 p35 inh 2.8.
`C#CCOC(=O)CCCC(=O)NCCCCCCCC` gave V-ATPase pH 15, CAL PDZ FP-1 -2.5, CAL PDZ FP-2 -4, MITF TRPM1 HTS 2, dFosB activator -8, cardiac RTF act 4, Rtt109 Vps75 10, Wnt act 0, Tat export inh 13 and CDK5 p35 inh -0.7.
`Nc1ncn([C@H]2C[C@H](O)[C@@H](CO)O2)c(=O)n1` gave V-ATPase pH -3, CAL PDZ FP-1 -0.7, CAL PDZ FP-2 -3, MITF TRPM1 HTS 7, dFosB activator 3, cardiac RTF act 1, Rtt109 Vps75 -7, Wnt act -2, Tat export inh -9 and CDK5 p35 inh -0.8.
Screening O=C(CCc1ccccc1)Nc1ccc2c(c1)C(=O)OC2 returned V-ATPase pH -1, CAL PDZ FP-1 -1.8, CAL PDZ FP-2 6, MITF TRPM1 HTS 25, dFosB activator -8, cardiac RTF act 1, Rtt109 Vps75 -4, Tat export inh -8 and CDK5 p35 inh -0.1.
`COCCn1nnnc1C(c1ccc(C)cc1)N1CCN(Cc2ccc3c(c2)OCO3)CC1` (configuration not stated) gave V-ATPase pH -2, CAL PDZ FP-1 -1.0, CAL PDZ FP-2 -2, MITF TRPM1 HTS 5, dFosB activator -8, cardiac RTF act 3, Rtt109 Vps75 1, Wnt act -2, Tat export inh 3 and CDK5 p35 inh 1.6.
`O=C(COC(=O)C1CCN(c2ccc(C(F)(F)F)cn2)CC1)NC1CCCCC1` gave V-ATPase pH -1, CAL PDZ FP-1 -2.3, CAL PDZ FP-2 0, MITF TRPM1 HTS 14, dFosB activator -10, cardiac RTF act -7, Rtt109 Vps75 0, Wnt act 0, Tat export inh 12 and CDK5 p35 inh 0.8.
Screening C=CCn1c(O)c(CN2CCCCC2)c(C)c(C#N)c1=O returned V-ATPase pH -3, CAL PDZ FP-1 0.2, CAL PDZ FP-2 -6, MITF TRPM1 HTS 4, dFosB activator -2, cardiac RTF act 8, Rtt109 Vps75 0, Wnt act 1, Tat export inh 3 and CDK5 p35 inh -0.4.
For COc1ccc(C2C=C(c3ccc(Br)cc3)Nc3nc(N4C(=O)CCC4=O)nn32)cc1 (configuration not stated) the results were V-ATPase pH -2, CAL PDZ FP-1 -1.1, CAL PDZ FP-2 -3, dFosB activator -6, cardiac RTF act 3, Rtt109 Vps75 -8, Tat export inh 21 and CDK5 p35 inh -9.4.
For O=C(NCc1cccc(Cl)c1)c1cnccn1 the results were V-ATPase pH 4, CAL PDZ FP-2 -4, MITF TRPM1 HTS 11, dFosB activator -4, cardiac RTF act 5, Rtt109 Vps75 -1, Tat export inh 3 and CDK5 p35 inh -2.3.
Screening O=C(c1cccs1)N1CCOCC1 returned V-ATPase pH -1, CAL PDZ FP-1 -2.9, CAL PDZ FP-2 -7, MITF TRPM1 HTS -12, dFosB activator 8, cardiac RTF act 7, Rtt109 Vps75 7, Tat export inh 3 and CDK5 p35 inh -1.7.
For CCc1nnc(NC(=O)CCC(=O)N2CCC(Cc3ccccc3)CC2)s1 the results were V-ATPase pH -1, CAL PDZ FP-1 -1.3, CAL PDZ FP-2 2, MITF TRPM1 HTS 2, dFosB activator -10, cardiac RTF act -4, Rtt109 Vps75 -5, Wnt act -1, Tat export inh 6 and CDK5 p35 inh 0.8.
For CC(=O)Oc1ccc2c(=O)c(-c3ccccc3)coc2c1 the results were V-ATPase pH 0, CAL PDZ FP-1 -1.6, CAL PDZ FP-2 3, MITF TRPM1 HTS 63, dFosB activator -8, cardiac RTF act -2, Rtt109 Vps75 7, Wnt act 41*, Tat export inh 0 and CDK5 p35 inh -0.4.
`O=C(CN1CCCC1)Nc1ccccc1C(=O)c1ccccc1` gave V-ATPase pH 2, CAL PDZ FP-1 -2.6, CAL PDZ FP-2 -5, MITF TRPM1 HTS -6, dFosB activator -3, cardiac RTF act 2, Rtt109 Vps75 2, Wnt act -1, Tat export inh 3 and CDK5 p35 inh -2.4.
O=C(Nc1cccc(C(F)(F)F)c1)C(Sc1cccc[n+]1[O-])c1ccccc1 (configuration not stated) was read as V-ATPase pH 1, CAL PDZ FP-1 -1.1, CAL PDZ FP-2 0, MITF TRPM1 HTS 9, dFosB activator 0, cardiac RTF act -7, Rtt109 Vps75 13, Wnt act -4, Tat export inh 0 and CDK5 p35 inh 1.3.
Screening Cc1c(CCC(=O)O)c(=O)oc2cc3occ(-c4ccc(Cl)cc4)c3cc12 returned V-ATPase pH -1, CAL PDZ FP-1 -7.0, CAL PDZ FP-2 -13, MITF TRPM1 HTS 10, dFosB activator -55, cardiac RTF act 1, Rtt109 Vps75 7, Wnt act 1, Tat export inh 3 and CDK5 p35 inh 2.3.
COc1ccc(CNC(=O)C(C)N2C(=O)COc3ccc(C)cc32)c(OC)c1 (configuration not stated) was read as V-ATPase pH 4, CAL PDZ FP-1 -1.4, CAL PDZ FP-2 4, MITF TRPM1 HTS -7, dFosB activator 4, cardiac RTF act -2, Rtt109 Vps75 10, Wnt act 1, Tat export inh 1 and CDK5 p35 inh -1.1.
OCc1ccc(-c2nn(Cc3ccccc3)c3ccccc23)o1 was read as V-ATPase pH 1, CAL PDZ FP-1 -0.5, CAL PDZ FP-2 -3, MITF TRPM1 HTS 7, dFosB activator -10, cardiac RTF act 2, Rtt109 Vps75 0, Wnt act -1, Tat export inh -5 and CDK5 p35 inh 0.3.
`Cc1ccc(S(=O)(=O)NCC(=O)OCC(=O)Nc2ccccc2OC(F)F)cc1` gave V-ATPase pH 3, CAL PDZ FP-1 -0.3, CAL PDZ FP-2 -2, MITF TRPM1 HTS -4, dFosB activator 1, cardiac RTF act 2, Rtt109 Vps75 9, Wnt act -1, Tat export inh -4 and CDK5 p35 inh 1.8.
Nc1nccc(SCc2ccc(Cl)cc2Cl)n1 was read as V-ATPase pH -2, CAL PDZ FP-1 -0.6, CAL PDZ FP-2 1, MITF TRPM1 HTS -5, dFosB activator 2, cardiac RTF act 5, Rtt109 Vps75 4, Wnt act -1, Tat export inh 4 and CDK5 p35 inh -2.2.
O=C(Nc1cccc(S(=O)(=O)N2CCCCC2)c1)C1CCCC1 was read as V-ATPase pH 0, CAL PDZ FP-1 -0.8, CAL PDZ FP-2 1, MITF TRPM1 HTS -12, dFosB activator 7, cardiac RTF act -1, Rtt109 Vps75 2, Wnt act 3, Tat export inh -7 and CDK5 p35 inh 0.0.
CC1CC(C)CN(C(=O)c2nn(C)c3c2CSc2ccccc2-3)C1 (configuration not stated) was read as V-ATPase pH 0, CAL PDZ FP-1 -1.3, MITF TRPM1 HTS 6, dFosB activator -5, cardiac RTF act 5, Rtt109 Vps75 5, Wnt act -3, Tat export inh 5 and CDK5 p35 inh 0.9.
CCN(C(=O)COC(=O)c1ccccc1Nc1cccc(C)c1C)C1CCS(=O)(=O)C1 (configuration not stated) was read as V-ATPase pH 1, CAL PDZ FP-1 -3.9, CAL PDZ FP-2 -2, dFosB activator -11, cardiac RTF act 4, Rtt109 Vps75 -6, Tat export inh -4 and CDK5 p35 inh -1.6.

Ordered by molecular weight (low to high): part of the list above.
OCc1ccc(-c2nn(Cc3ccccc3)c3ccccc23)o1 was read as V-ATPase pH 1, CAL PDZ FP-1 -0.5, CAL PDZ FP-2 -3, MITF TRPM1 HTS 7, dFosB activator -10, cardiac RTF act 2, Rtt109 Vps75 0, Wnt act -1, Tat export inh -5 and CDK5 p35 inh 0.3.
`O=C(CN1CCCC1)Nc1ccccc1C(=O)c1ccccc1` gave V-ATPase pH 2, CAL PDZ FP-1 -2.6, CAL PDZ FP-2 -5, MITF TRPM1 HTS -6, dFosB activator -3, cardiac RTF act 2, Rtt109 Vps75 2, Wnt act -1, Tat export inh 3 and CDK5 p35 inh -2.4.
Screening Cc1c(CCC(=O)O)c(=O)oc2cc3occ(-c4ccc(Cl)cc4)c3cc12 returned V-ATPase pH -1, CAL PDZ FP-1 -7.0, CAL PDZ FP-2 -13, MITF TRPM1 HTS 10, dFosB activator -55, cardiac RTF act 1, Rtt109 Vps75 7, Wnt act 1, Tat export inh 3 and CDK5 p35 inh 2.3.
